UHRF1 binding – UHRF1 methylated DNA binding inhibitors, primary screen, counter-screen for MBD2 inhibitor project, biochemical, TR-FRET, human UHRF1, single concentration; AID 687016, 2013; E3 ubiquitin-protein ligase UHRF1 (Homo sapiens), Q96T88; 370,000 compounds, 0.75% hits; inhibition, % at 4.4 µM; UHRF1 binding to methylated oligo; in the data active means inhibition above about 21%;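 further: UHRF1 SRA domain binding a hemimethylated CpG hairpin DNA probe; 0% = median of test compound wells and 100% = reference inhibitor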
SIAE inh – human SIAE inhibitors, primary screen, biochemical, fluorescence polarization, FP-Rh probe, 1536-well HTS; inhibition, % at 9.66 µM; 370,000 compounds, 0.69% hits; Sialate O-acetylesterase (Homo sapiens), Q9HAT2; SIAE FP-Rh probe binding;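 active means inhibition above a cutoff: mean of compounds within the control limits plus 3 SD of those, cut at about 17% in these data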;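 further: 0% = plate median of compound wells and 100% = probe without SIAE protein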
LEDGF integ inh – blockers of LEDGF/p75-dependent integrase strand transfer – biochemical, TR-FRET, high throughput, primary screen; inhibition, % at 3.7 µM; AID 743269, 2014; 370,000 compounds, 0.64% hits; TR-FRET IN-LEDGF/p75 DNA integration, Eu/Cy5;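 active means inhibition above the screen-wide mean plus 3 SD, cut at about 13% in these data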;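 further: signal is the Cy5 over europium emission ratio at 671 and 618 nm; 0% = plate median of compound wells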
TDP2 inh – human TDP2 enzyme inhibitors, primary screen, biochemical, epi absorbance, recombinant enzyme; Tyrosyl-DNA phosphodiesterase 2 (Homo sapiens), O95551; T5PNP hydrolysis, p-nitrophenol absorbance 415 nm; inhibition, % at 12.8 µM; 370,000 compounds, 0.34% hits; AID 720702, 2013;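 active means inhibition above the mean of all tested compounds plus 3 SD, set per campaign, cut at about 25% in these data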;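 further: 0% = DMSO with enzyme and 100% = buffer with substrate but no TDP2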
Target sequence (O95551 whole entry, looked up): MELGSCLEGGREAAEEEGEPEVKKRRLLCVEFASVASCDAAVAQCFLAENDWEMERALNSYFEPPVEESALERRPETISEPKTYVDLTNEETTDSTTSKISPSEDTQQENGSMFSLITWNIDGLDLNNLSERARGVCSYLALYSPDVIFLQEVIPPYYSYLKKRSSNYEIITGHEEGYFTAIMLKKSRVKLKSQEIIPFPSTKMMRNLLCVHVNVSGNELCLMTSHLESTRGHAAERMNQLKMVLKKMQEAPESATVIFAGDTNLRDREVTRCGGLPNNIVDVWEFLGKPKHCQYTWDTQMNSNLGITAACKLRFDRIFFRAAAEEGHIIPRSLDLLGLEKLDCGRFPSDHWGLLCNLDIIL
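Evaluation: % inhibition relative to enzyme-containing and enzyme-free wells. Material: recombinant human TDP2. Benchmarks: enzyme-free and DMSO wells. Timing: enzyme reaction with compound for 2 h at 37 °C. Compound dosing: 12.8 µM only. Measured by: p-Nitrophenol epi absorbance. Reagent: T5PNP substrate at 5 mM, a TopII-DNA adduct mimic. Replication: single well per compound.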
DDE Tn6 FP inh – inhibitors of Tn6 peptide binding to fibrin DD(E), primary screen, biochemical, fluorescence polarization, human fibrin, Tn6 probe; Fibrinogen beta chain (Homo sapiens), P02675; Fibrin DD(E) TRITC-Tn6 fluorescence polarization displacement; inhibition, % at 8.3 µM; 370,000 compounds, 0.21% hits;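 active means inhibition above a per-campaign cutoff: mean of compounds within control limits plus 3 SD, cut at about 15% in these data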;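 further: 0% = median of all compound wells on the plate and 100% = blocking peptide control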
Target sequence (P02675 whole entry, looked up): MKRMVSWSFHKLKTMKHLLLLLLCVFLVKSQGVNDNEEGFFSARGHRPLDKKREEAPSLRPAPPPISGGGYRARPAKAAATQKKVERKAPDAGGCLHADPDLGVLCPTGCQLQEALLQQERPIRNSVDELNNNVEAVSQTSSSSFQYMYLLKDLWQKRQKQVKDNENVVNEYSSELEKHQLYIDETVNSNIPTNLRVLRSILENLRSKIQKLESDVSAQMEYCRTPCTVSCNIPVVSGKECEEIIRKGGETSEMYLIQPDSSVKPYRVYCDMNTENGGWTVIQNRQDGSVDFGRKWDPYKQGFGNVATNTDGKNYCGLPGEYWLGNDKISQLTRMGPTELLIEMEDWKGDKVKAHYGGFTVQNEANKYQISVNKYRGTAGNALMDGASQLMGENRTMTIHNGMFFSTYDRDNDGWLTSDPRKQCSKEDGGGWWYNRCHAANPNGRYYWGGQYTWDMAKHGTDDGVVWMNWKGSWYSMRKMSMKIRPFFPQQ
Tn7 DDE FP – inhibitors of Tn7 peptide binding to fibrin DD(E), primary screen, biochemical, fluorescence polarization, human fibrin, Tn7 probe. Fibrinogen beta chain (Homo sapiens), P02675. 370,000 compounds, 0.13% hits. FP displacement of FITC-Tn7 peptide from fibrin DD(E); 0% = median of compound wells per plate. inhibition, % at 8.3 µM;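 active means inhibition above the mean of compounds falling within the control limits plus 3 SD of them, cut at about 14% in these data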;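 further: 0% = plate median of compound wells and 100% = 10 µM Aha-Tn7 peptide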
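assay system = human clot-derived fibrin DD(E) complex | quantity = Fibrin-DD(E) at 2 µM final | timing = 10 min preincubation, 3 h with tracer, room temperature | signal = fluorescence polarization | measure = percent inhibition | benchmarks = high control wells with 10 µM unlabelled Aha-Tn7 peptide (full inhibition) | replicates = singlicate testing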
MBD2 inh – inhibitors of MBD2 binding to methylated DNA, primary screen, biochemical, TR-FRET, DNA-binding domain, human. inhibition, % at 4.4 µM. MBD2 binding to methylated oligonucleotide. 370,000 compounds, 0.31% hits. Methyl-CpG-binding domain protein 2 (Homo sapiens), Q9UBB5; in the data active means inhibition above about 13%
proKLK7 act – proKLK7 zymogen activators, primary screen, biochemical, fluorescence intensity. Kallikrein-7 (Homo sapiens), P49862. purified proKLK7, EDANS-DABCYL substrate fluorescence; 100% is mature enzyme control, 0% vehicle. activation, % at 7 µM. 370,000 compounds, 0.9% hits;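 active means activation above the mean of all tested compounds plus 3 SD, computed per campaign excluding outliers beyond control limits, cut at about 13% in these data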
Target sequence (P49862 whole entry, looked up): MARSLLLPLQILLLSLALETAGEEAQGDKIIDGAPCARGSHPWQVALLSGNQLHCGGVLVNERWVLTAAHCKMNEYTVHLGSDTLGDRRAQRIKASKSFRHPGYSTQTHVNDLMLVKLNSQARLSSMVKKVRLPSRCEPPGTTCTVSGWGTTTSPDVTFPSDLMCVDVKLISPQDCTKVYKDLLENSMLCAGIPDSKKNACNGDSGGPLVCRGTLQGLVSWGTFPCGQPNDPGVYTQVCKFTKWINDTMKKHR
TCR-CD3 inh – inhibitors of human TCR-CD3 interaction, primary screen, biochemical, fluorescence, TAMRA-labeled TCR probe; AID 651800, 2012; 360,000 compounds, 0.37% hits; inhibition, % at 9.4 µM; T-cell receptor (TCR); in the data active means inhibition above about 19%;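 further: recombinant mutant TCR 2C K166C tagged with TAMRA read by polarization; 0% = receptor in buffer alone and 100% = receptor with positive control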
PRMT1 FP inh – PRMT1 methyltransferase inhibitors, primary screen, biochemical, fluorescence polarization; recombinant PRMT1, activity-based probe fluorescence polarization; Protein arginine N-methyltransferase 1 (Homo sapiens), Q99873; 370,000 compounds, 1.3% hits; inhibition, % at 2.79 µM;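 active means inhibition above about 21% made by adding two undisclosed values, limit read from the data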
An asterisk follows results filed as active. Random draw from the library (roughly 4.6% active in at least one column).

SMILES	UHRF1 binding	SIAE inh	LEDGF integ inh	TDP2 inh	DDE Tn6 FP inh	Tn7 DDE FP	MBD2 inh	proKLK7 act	TCR-CD3 inh	PRMT1 FP inh
COc1ccc(/C=N/NC(=O)CNC(=O)c2ccncc2)cc1	0	0	1	1	-8	1	1	0.3	-3	-2
Cc1ccc(C(=O)N2CC(C)OC(C)C2)c(Cl)c1 (stereo unspecified)	2	-3	1	-11	-2	-3	5	0.0	-4	0
Cc1ccc(-c2csc(Cc3nc(-c4cc5ccccc5oc4=O)cs3)n2)cc1	1	-13	-2	10	-1	4	5	0.3	2	0
Cc1cccc(NC(=O)CCc2ccccc2)c1C	-2	-4	7	-25	2	0	-4	0.4	-6	-4
O=C(Cc1ccccc1)Nc1ccc(N2CCOCC2)cc1	0	5	2	11	-2	-4	4	1.0	1	-3
CCN(CC)CCNc1nc(-c2cccs2)c(CC(=O)O)s1	0	4	5	-4	2	-1	-5	0.7	-3	8
Cc1cc(S(N)(=O)=O)c(N)c(S(N)(=O)=O)c1	0	-1	-3	12	0	8	0	-1.7	7	-7
CC1=Nn2c(nc(-c3ccccc3)c2-c2ccccc2)N(CC(N)=O)C(=O)C1	-2	1	-2	4	2	4	3	0.2	3	-2
CCN(CC)CCN1C(=O)C2C3c4ccccc4C(c4ccccc43)C2C1=O (stereo unspecified)	-1	0	0	1	5	-2	-4	0.5	7	-2
COc1ccc(C(C)=O)cc1COC(=O)CCNS(=O)(=O)c1ccc(C(C)=O)cc1	-2	-3	0	0	0	-4	0	0.7	8	2
Cc1nc2c(c(=O)n1CCC(C)C)c1nc3ccccc3nc1n2CC1CCCO1 (stereo unspecified)	4	-4	4	-5	4	-6	-3	-1.7	2	-2
O=C(c1cnc(Cl)c(Cl)c1)N1CCC(Cc2ccccc2)CC1	0	0	4	-8	-2	-2	-1	-0.5	1	-1
CNC(=O)c1cc(C(=O)c2ccccc2Br)c[nH]1	1	-5	0	14	5	-1	-3	-2.0	-2	0
Cc1cccc(-c2csc(NC(=O)c3cnccn3)c2C(=O)OC(C)C)c1	1	-8	3	10	3	3	9	-0.4	1	-1
Cc1ccc(C)c2[nH]c(=O)c(CN(CCN3CCCC3)C(=O)Nc3cccc(Cl)c3)cc12	-2	-10	0	-8	4	4	-5	-0.7	0	-1
COCCN(C(=O)COC(=O)c1ccc(C)s1)c1c(N)n(Cc2ccccc2)c(=O)[nH]c1=O	0	5	4	-10	-1	6	-6	0.3	-2	-2
C#CCOCCOCCOCCNc1nc(N2CCN(C(=O)Cn3cc(CCCCN)nn3)CC2)nc(N2CCN(C(=O)[C@H]([C@@H](C)CC)n3cc(CCCN=C(N)N)nn3)CC2)n1	3	0	-1	-3	6	-4	3	0.5	2	0
Cc1csc(=O)n1CC(=O)Nc1ccc(S(C)(=O)=O)cc1	-1	-6	0	-2	3	-3	-1	0.2	3	0
CCNC(=O)NC(=O)C(C)OC(=O)c1ccc(SC)cc1OC (stereo unspecified)	2	3	-4	-7	12	2	0	0.2	0	4
COc1ccc(C2CC(c3ccc(Br)cc3)=NN2C(=S)Nc2ccccc2)cc1 (stereo unspecified)	2	-4	-4	-1	0	5	-2	0.2	-7	2
CCCC(=O)c1ccc(N2CCN(S(=O)(=O)c3ccccc3)CC2)c(F)c1	0	-1	-2	-4	-1	1	-4	-1.0	3	-1
CC1=C(C#N)C(NC(=O)c2ccc(C)cc2)(C(F)(F)F)C(=O)N1 (stereo unspecified)	-3	3	1	0	-9	-2	-3	-0.1	7	-2
Cc1cccc2c1NC1(CCCC1)CC2C (stereo unspecified)	22*	6	-1	4	3	7	-3	-0.8	7	1
COc1ccc(Nc2nc3cc(-c4sccc4C)sc3c(=O)n2C)cc1OC	1	15	-5	1	-12	-4	1	-1.1	-3	1
c1ccc(CNc2ccccn2)cc1	4	-4	-3	-2	5	5	5	0.2	-9	4
C=CCn1c(SCc2nc3sc(C(=O)O)c(C)c3c(=O)[nH]2)nnc1-c1ccc(F)cc1	1	-16	-3	2	0	1	2	0.1	1	3
CCOC(=O)c1cc(C(=O)OCC)c(=O)[nH]c1C	-2	-3	5	11	-1	2	3	-0.4	-1	-3
Cc1cc(C)nc(S/C=C/C(=O)c2ccccc2)n1	0	2	-1	0	5	1	3	0.0	-5	16
Cc1ccc(N2C(=O)CS/C2=N\C(=S)Nc2ccccc2)cc1	-1	-3	-3	-11	-18	1	1	-0.7	-6	28*
CCCOc1ccc(CC(=O)NCCc2ccccc2)cc1OC	0	2	14*	-19	0	0	-5	-0.4	-2	-2

2 of these compounds, reformatted:
| molecule | UHRF1 binding | SIAE inh | LEDGF integ inh | TDP2 inh | DDE Tn6 FP inh | Tn7 DDE FP | MBD2 inh | proKLK7 act | TCR-CD3 inh | PRMT1 FP inh |
| --- | --- | --- | --- | --- | --- | --- | --- | --- | --- | --- |
| Cc1cccc2c1NC1(CCCC1)CC2C (stereo unspecified) | 22* | 6 | -1 | 4 | 3 | 7 | -3 | -0.8 | 7 | 1 |
| COc1ccc(Nc2nc3cc(-c4sccc4C)sc3c(=O)n2C)cc1OC | 1 | 15 | -5 | 1 | -12 | -4 | 1 | -1.1 | -3 | 1 |

New compounds follow:
SMILES	UHRF1 binding	SIAE inh	LEDGF integ inh	TDP2 inh	DDE Tn6 FP inh	Tn7 DDE FP	MBD2 inh	proKLK7 act	TCR-CD3 inh	PRMT1 FP inh
COc1ccc(-n2c(SCC(=O)Nc3cc(C)on3)nc3c(c2=O)SCC3)cc1	-1	0	2	11	1	3	-5	0.2	-3	-3
CN(C(=O)Cn1cnc([N+](=O)[O-])n1)C1CCCCC1	2	-3	-1	-26	1	-1	5	-0.4	6	-4
COc1cc2cc(Oc3ccc4ccc(=O)oc4c3)c(=O)oc2cc1OC(C)=O	4	0	1	12	5	1	3	8.5	-2	5
O=C(NCCc1ccccc1F)C1CC(O)CN1C(=O)Nc1ccccc1 (stereo unspecified)	0	2	-2	-3	-3	1	-1	0.1	2	1
CCN(CC)CCNC(=O)c1cccc(NC(=O)C(=O)c2ccccc2NC(C)=O)c1	-1	-4	1	-22	-4	0	-6	0.4	-5	-4
O=C(c1ccoc1)N1CCC2(CCCN(Cc3ccc(F)c(F)c3)C2)C1 (stereo unspecified)	-2	1	4	-8	-8	3	0	0.6	-4	-7
COc1ccc(NS(=O)(=O)c2ccc(N3CCOCC3)c(NC(=O)c3ccc(OC)cc3)c2)cc1	-1	-3	6	0	-9	-6	-5	-0.4	1	1
Cc1cc(C(=O)COC(=O)C2CC2)c(C)n1-c1ccc(F)cc1	-1	0	0	1	4	5	4	0.3	0	-1
COC(=O)/C=C/c1cc(F)ccc1S(=O)(=O)NC(C)(C)C	-3	-3	0	-6	-1	-9	6	0.6	2	-3
C=CCN=C1NC(c2ccccc2C(F)(F)F)C(C(=O)OC)=C(C)N1Cc1ccccc1C(F)(F)F (stereo unspecified)	3	-1	1	1	1	-6	3	0.4	-2	-2
CCN1C(=O)[C@H]2[C@@H](c3ccc(C(F)(F)F)cc3)N[C@]3(CCCN(Cc4ccccc4)C3=O)[C@H]2C1=O	2	15	0	4	-2	6	2	-1.0	1	0
Cc1cccn2c(=O)c(/C=C(\C#N)C(=O)NC3CCS(=O)(=O)C3)c(Oc3ccccc3Cl)nc12 (stereo unspecified)	-1	2	1	6	1	-3	8	3.4	-1	8
CCOc1ncccc1C(=O)OCC(=O)N(CC(C)C)C1CCS(=O)(=O)C1 (stereo unspecified)	1	5	2	-5	-5	-1	6	-0.1	-8	5
CCCCNC(=O)OCCNC(=O)Oc1cccc(C)c1	4	1	4	6	-3	2	-4	0.2	-11	0
Cn1c(CC(=O)Nc2ccccc2Cl)nnc1SCC(=O)Nc1nncs1	3	3	3	2	2	14*	3	-0.1	-1	-6
Clc1cccc(Cl)c1-c1noc(CN2CCOCC2)n1	9	1	-3	3	4	4	7	-0.1	-9	-1
C=CCn1c(Cc2csc(N)n2)nnc1SCC(=O)Nc1ccc(C(=O)OCC)cc1	-3	0	1	13	6	-2	0	0.0	7	-1
CC(=O)N1CCN(S(=O)(=O)c2cccc(C(=O)OCC(=O)NC(=O)c3cccn3C)c2)CC1	0	7	0	10	-1	1	-3	0.2	12	0
CCCCC(CC)C1OCC(CN2CCCC2)O1 (stereo unspecified)	2	0	-4	0	-2	-5	1	0.1	-3	1
C=C(C)Cn1c(SCC(=O)N/N=C/c2c(O)ccc3ccccc23)nc2ccccc2c1=O	-1	9	2	-3	2	-10	2	-0.1	12	-2
Cc1[nH]n(-c2ccccc2)c(=O)c1/C=N\NC(=O)C1COc2ccccc2O1 (stereo unspecified)	-8	10	-2	-6	-8	-6	-10	-0.6	6	2
O=C(NCCc1csc(-c2ccccc2)n1)c1c(F)cccc1Cl	2	-8	2	0	9	0	-2	-0.3	0	0
COc1cc(/C(C)=N/NC(=O)c2ccc(CSc3nncn3C)cc2)cc(OC)c1OC	-3	3	2	0	-1	2	1	0.3	-4	4
O=C(O)C(Cc1ccccc1)N=C(NS(=O)(=O)c1ccccc1)c1ccccc1 (stereo unspecified)	3	-1	-1	16	-2	0	4	0.2	2	5
Cn1nc(CSc2ccccc2)c(C=O)c1Cl	5	3	-1	11	2	7	3	-0.6	2	-3
CCOc1ccc(S(=O)(=O)n2nc(C)cc2C)c2ccccc12	0	-2	-1	0	1	3	3	-0.5	-8	4
COC(=O)c1cc(NC(=O)c2ccccc2)c(=O)oc1/C=C/Nc1ccc(Oc2ccccc2)cc1	-2	-11	1	-3	4	-13	0	-0.7	-2	-9
CN(C(=O)CSc1nc(N)cc(=O)[nH]1)C1CCCCC1	1	1	-1	3	9	6	-1	-0.1	0	1
CC1CCC(NC(=O)c2ccc(-n3cncn3)c([N+](=O)[O-])c2)CC1 (stereo unspecified)	-4	12	-1	4	2	0	3	0.5	4	0
COc1ccc(S(=O)(=O)N/N=C(/C)c2ccc(C)o2)cc1	-1	3	4	10	-4	8	-9	-0.3	8	-3
CC1(C)CC2CN(C(=O)Cc3ccccc3)C(C)(C2)C1 (stereo unspecified)	-1	0	1	9	-9	5	1	-0.2	6	1
CCN(CC(=O)Nc1ccccc1OC)C(=O)CCc1ccccc1	0	7	-1	17	1	3	1	0.0	4	0

Screening results from PubChem BioAssay.
